dFosB act: activators of mouse delta FosB homodimer | P13346 | purified delta FosB, TAMRA-CDK5 oligo fluorescence polarization; percent of positive-control signal above neutral wells | AID 493131 | hit rate 0.99% among 340,000 | activation, % at 25 µM;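 active = mean activation above about 17%, with every replicate also reaching it, limit read from the data, passing the limit was not always enough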;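 note: fluorescence polarization rise as delta FosB binds a TAMRA Cdk5 AP-1 oligo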
Target sequence (P13346 whole entry, looked up): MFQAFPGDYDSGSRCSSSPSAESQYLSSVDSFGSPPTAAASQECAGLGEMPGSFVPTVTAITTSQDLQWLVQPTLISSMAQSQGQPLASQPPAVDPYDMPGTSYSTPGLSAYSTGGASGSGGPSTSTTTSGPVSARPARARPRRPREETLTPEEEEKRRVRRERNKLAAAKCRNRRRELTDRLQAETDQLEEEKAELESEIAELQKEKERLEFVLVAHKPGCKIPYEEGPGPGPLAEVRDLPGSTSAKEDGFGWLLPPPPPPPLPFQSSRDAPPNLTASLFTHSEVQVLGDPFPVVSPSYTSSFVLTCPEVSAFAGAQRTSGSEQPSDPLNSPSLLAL
PvdQ acylase: blocks Pseudomonas aeruginosa PvdQ acylase activity; purified PvdQ acylase, fluorescence plate reader; inhibition, % at 10 µM; hit rate 0.063% among 340,000; in the data active = inhibition above about 30%, passing the limit was not always enough;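 note: 0% = vehicle neutral wells and 100% = reference inhibitor wells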
NSD2 HMT inh: NSD2 (human) methyltransferase inhibition; O96028; NSD2 peptide methylation, AlphaScreen, 120 min; inhibition, % at 12.5 µM; hit rate 0.54% among 310,000; AID 743445; in the data active = inhibition above about 50%
CDK5 inh: blocks human CDK5/p35 kinase activity. Recombinant CDK5/p35, ADP-Glo luminescence, 60 min. hit rate 0.01% among 330,000. inhibition, % at 10 µM. AID 488839;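 active = highest replicate inhibition of at least 50% and at least 75% of replicates reaching 50%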;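 note: plate controls were DMSO neutral control for no effect and GW8510 at 10 µM for full effect; many of its hits are not listed in these tables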
Target sequence (Q00535 whole entry, looked up): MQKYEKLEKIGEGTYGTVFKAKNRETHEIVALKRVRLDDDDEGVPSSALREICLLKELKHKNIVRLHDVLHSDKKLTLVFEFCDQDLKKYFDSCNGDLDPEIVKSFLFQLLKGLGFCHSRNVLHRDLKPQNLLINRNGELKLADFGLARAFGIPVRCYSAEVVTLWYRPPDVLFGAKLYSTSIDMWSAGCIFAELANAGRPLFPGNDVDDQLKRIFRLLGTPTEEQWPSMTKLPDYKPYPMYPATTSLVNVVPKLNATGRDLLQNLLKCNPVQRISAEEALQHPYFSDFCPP
Target sequence (Q15078 whole entry, looked up): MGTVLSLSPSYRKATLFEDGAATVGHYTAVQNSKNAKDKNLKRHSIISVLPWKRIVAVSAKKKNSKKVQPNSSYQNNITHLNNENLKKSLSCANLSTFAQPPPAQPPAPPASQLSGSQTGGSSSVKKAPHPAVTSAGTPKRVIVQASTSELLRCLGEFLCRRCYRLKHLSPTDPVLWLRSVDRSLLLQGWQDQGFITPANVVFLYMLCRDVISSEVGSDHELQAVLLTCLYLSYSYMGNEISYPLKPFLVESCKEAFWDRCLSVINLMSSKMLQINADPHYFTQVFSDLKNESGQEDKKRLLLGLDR
HTR5A inv ag: HTR5A inverse agonism, opioid heterodimer counter-screen; P47898; HTR5A cell line, luminescence; hit rate 0.083% among 340,000; AID 504634; inhibition, % at 9.3 µM; in the data active = inhibition mostly above about 23%, no sharp cut-off; inactive = mostly below about 18%;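 note: 0% = cells with DMSO and 100% = no-cell wells with DMSO; some compounds called inactive have numbers as strong as hits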
HTR5A ag: activates human HTR5A in OPRM1-OPRD1 agonist counter-screen. P47898. HTR5A agonist assay, luminescence, cell-based. activation, % at 9.3 µM. hit rate 0.61% among 340,000. AID 504692; in the data active = activation mostly above about 9.5%, no sharp cut-off; inactive = mostly below about 7.6%;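 note: 0% = cells with vehicle only and 100% = reference agonist; strong numbers were not always called active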
V-ATPase pHluor: alters yeast V-ATPase proton transport; hit rate 0.37% among 350,000; S. cerevisiae, pHLuorin cytosolic pH fluorescence; response, % at 10 µM; in the data active = response mostly above about 7.3%, no sharp cut-off; inactive = mostly below about 5.4%; note: actives read high; inactives centre near 0; some compounds called inactive have numbers as strong as hits; reference of the scale not given here
Wnt act: Wnt/beta-catenin pathway activation; Wnt/beta-catenin reporter cell assay, activator, plate reader; hit rate 1.2% among 300,000; AID 743398; activation, % at 9.35 µM; in the data active = activation above about 30%, passing the limit was not always enough;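 note: 0% = neutral control wells and 100% = positive control wells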
MITF TRPM1 HTS: MITF TRPM1 promoter activation in melanoma cells; SK-MEL-5 TRPM1-promoter luciferase, 24 h; % of positive control, neutral wells = 0; hit rate 0.75% among 300,000; activation, % at 12.5 µM; AID 588334;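 active = mean activation of at least 80% with every replicate also reaching 80%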;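 note: 0% = neutral control wells and 100% = parthenolide positive control wells; values of inactives mirror those of a sister screen read the other way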
SR-BI DiI inh: blocks mouse SR-BI lipid uptake from DiI-HDL. Q61009. ldlA[mSR-BI] CHO cells, DiI-HDL uptake fluorescence, 3 h. inhibition, % at 12.5 µM. hit rate 0.96% among 320,000;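 active = mean replicate inhibition of at least 70% and a set share of replicates each scoring 70 or more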;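 note: 0% = median of neutral control wells and 100% = median of positive control wells; values of inactives mirror those of a sister screen read the other way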
The depositor's hits bear a star; nt = no result given.

| mol | dFosB act | PvdQ acylase | NSD2 HMT inh | CDK5 inh | HTR5A inv ag | HTR5A ag | V-ATPase pHluor | Wnt act | MITF TRPM1 HTS | SR-BI DiI inh |
| --- | --- | --- | --- | --- | --- | --- | --- | --- | --- | --- |
| Cc1ccccc1-n1nc(CSc2nc3ccccc3[nH]2)c(-c2ccccc2)c1N | -1 | -11 | 0 | -0.2 | 31 | 6 | -3 | 0 | -12 | 13 |
| CCOc1cccc(CNCCO)c1OCc1ccc(Cl)cc1 | 1 | -9 | -2 | -0.7 | 1 | 0 | 2 | nt | 13 | nt |
| NC(=O)[C@@H]1CCCN1C(=O)c1ccc2nc(Cc3cccc(Cl)c3)oc2c1 | -3 | -4 | -2 | -0.9 | -14 | 1 | -3 | 1 | -1 | -19 |
| O=C(NCCOC(=O)c1ccc(F)cc1)c1ccc(F)cc1 | 2 | -13 | -4 | -2.0 | -5 | 1 | 0 | -1 | nt | -23 |
| CC1(C)CC2(CCO1)OC(=O)CC2C(=O)NCc1ccccc1 (centres undefined) | -4 | -1 | 2 | 1.4 | 6 | -2 | 1 | nt | nt | -2 |
| Oc1c(C(c2ccccc2Cl)N2CCCC2)ccc2cccnc12 (centres undefined) | 9 | -5 | 11 | -2.2 | 8 | -5 | 2 | 0 | -73 | 9 |
| N#C/C(=C/c1ccc(CNS(=O)(=O)c2ccccc2)o1)C(N)=O | 10 | 17 | -2 | -1.4 | -24 | 4 | -4 | nt | 3 | -17 |
| O=c1cc(-c2ccc(C(F)(F)F)cc2)oc2ccccc12 | 4 | -15 | nt | 0.3 | -30 | 10 | 0 | 2 | 14 | -5 |
| CCOCCCNC(=O)C(NC(=O)C1CCC(=O)N1)c1ccc(C)cc1 (centres undefined) | -3 | 6 | nt | 1.4 | 9 | 3 | 5 | 0 | nt | -4 |
| CC(C)CNS(=O)(=O)c1cc(C(=O)OCC(=O)N2CCOCC2)c(Cl)cc1Cl | -17 | -3 | -6 | -0.2 | -15 | 5 | -5 | -3 | -6 | 24 |
| O=C(O)CN1C(=O)C(=O)N(Cc2cccc(F)c2)C1=O | 4 | -7 | -3 | -0.5 | -1 | 0 | -2 | 12 | nt | -32 |
| O=C(Nc1cnn(Cc2ccc(Cl)cc2Cl)c1)c1noc2c1CCCC2 | -12 | -13 | nt | -1.9 | -1 | 0 | -4 | -2 | nt | 4 |
| O=S(=O)(c1ccc(Cl)cc1Cl)n1ccc2cccnc21 | 3 | 15 | 0 | 0.9 | -7 | 3 | -1 | -5 | 8 | -15 |
| COC(=O)c1ccc(NC(=O)c2sc3nc(-c4ccccc4)cn3c2C)cc1 | 26* | -11 | 1 | 1.2 | -6 | 6 | 2 | nt | -53 | 40 |
| Cc1ccccc1C(=O)NC(=S)NCCC1=CCCCC1 | 0 | -4 | -5 | 0.6 | nt | nt | -2 | 0 | 15 | 12 |
| Cc1ccn2c(=O)c(C(=O)NCCCN3CCCC3=O)c(O)nc2c1 | -4 | -1 | 6 | -0.6 | 0 | -1 | 2 | 4 | 7 | -8 |
| CCCCCC1C(=O)C[C@@H]2CCN3C(=O)CCC[C@H]1[C@H]23 (some centres undefined) | -9 | 5 | nt | 0.8 | 4 | -1 | 1 | 0 | -5 | -18 |
| COc1ccc(C(=O)NCC2CCCO2)cc1OC (centres undefined) | -3 | -8 | -1 | 0.9 | 22 | -3 | 2 | -4 | -1 | nt |
| C[C@@H]1COC(=O)[C@H](CC(=O)OC(C)(C)C)C/C=C\C[C@H](CC(=O)NCCO)C(=O)N1 | -1 | -2 | nt | 1.3 | -21 | 8 | 1 | 0 | 0 | 1 |
| Cc1cc(C)c2cc(C(=O)Nc3ccccc3)[nH]c2c1 | 2 | -7 | 2 | 1.6 | -23 | 1 | 9 | 25 | 74 | 46 |
| CSc1ccccc1NC(=O)CN(C)C(C)C(=O)NC(=O)NC1CCCCC1 (centres undefined) | -19 | 19 | 0 | -0.1 | -13 | 5 | 1 | -3 | 2 | 6 |
| Nc1c(N(Cc2ccco2)C(=O)COc2ccccc2Cl)c(=O)[nH]c(=O)n1Cc1ccccc1 | 12 | -8 | nt | 0.4 | 19 | -1 | -1 | -4 | -5 | -4 |
| Cc1ccc(N(CC(=O)NC2CCCCC2)C(=O)c2ccc(C)s2)cc1 | -4 | -5 | 1 | -0.2 | 10 | 2 | 5 | 1 | -3 | 22 |
| CC1CCCN(C(=O)CCNS(=O)(=O)c2ccc3c(c2)oc(=O)n3C)C1 (centres undefined) | -6 | -9 | -3 | 1.8 | -1 | 3 | 4 | -1 | -7 | -10 |
| C[C@H](NC(=O)Cc1cccc2ccccc12)C(=O)N1CCOCC1 | 2 | -15 | 0 | -0.9 | -3 | 1 | -1 | -2 | 3 | -12 |
| Nc1nonc1-n1nncc1-c1ccccc1 | 6 | -4 | -11 | 2.9 | 0 | 0 | -1 | 0 | 3 | nt |
| COc1ccc(-c2nc(SC(CC(=O)NCc3ccccc3)c3ccc(OC)c(OC)c3)n[nH]2)cc1 (centres undefined) | -4 | 0 | -2 | 0.7 | 7 | 1 | 0 | -4 | -13 | 34 |
| CCOC(=O)C1(C)C=C(Nc2ccc(C)cc2)C(=O)N1c1ccc(C)cc1 (centres undefined) | -1 | 1 | 0 | -0.1 | -8 | 3 | -2 | 0 | 8 | 5 |
| Cc1cc(OCC(=O)N2CCN(c3ccccn3)CC2)c(C)cc1Br | 1 | -7 | -2 | -0.8 | -7 | 3 | 2 | -1 | -11 | -12 |
| COc1ccccc1C(C#N)c1cccc(Cl)n1 (centres undefined) | 3 | 116* | -3 | 0.1 | 8 | -2 | 4 | 0 | 0 | 18 |
| CC12CCC(C(N)=O)(c3nc4ccccc4nc31)C2(C)C (centres undefined) | -5 | -7 | 0 | 0.6 | -7 | 1 | -1 | -1 | -5 | -8 |
| CSc1ccccc1C(=O)Nc1c(C)cccc1C | -7 | -10 | 5 | 0.8 | 12 | -5 | 8 | -1 | -6 | 0 |
| Cc1c(-c2ccccc2)[n+](=O)c(-c2ccc(Br)cc2)c(C)n1[O-] | 6 | -21 | -3 | -8.1 | -13 | 4 | 2 | 8 | nt | -15 |
| CC1CCN(C(=S)Nc2ccc3nc4n(c(=O)c3c2)CCCCC4)CC1 | -7 | -9 | -2 | 0.8 | -10 | 0 | -1 | -2 | -8 | -12 |
| CCOc1ccc(C(=O)Nc2ccc(-c3cc4ccccc4oc3=O)c(C)c2)cc1[N+](=O)[O-] | -8 | 6 | 2 | -0.4 | -9 | 3 | 3 | -20 | -19 | 50 |
| CCCC(=O)N1CCN(Cc2ccc3c(c2)OCO3)CC1 | 1 | 8 | -3 | 1.1 | 6 | -2 | -2 | nt | 13 | -20 |
| CC(Sc1nnc(C(F)(F)F)n1C)C(=O)NC(N)=O (centres undefined) | 3 | -14 | 7 | -0.1 | -7 | -6 | 0 | -3 | 0 | -5 |
| O/N=C(\c1ccc(Cl)cc1)c1ncc(C(F)(F)F)cc1Cl | -9 | -7 | -7 | -1.4 | 20 | 0 | 6 | nt | 8 | -10 |
| Cc1nc(C)c(-c2nnc(-c3ccc(C(C)(C)C)cc3)o2)cc1C(=O)NN | 2 | -14 | -3 | -1.4 | -6 | 0 | -1 | nt | -1 | 81* |
| Cc1ccc(C2(C)NC(=O)N(CC(=O)N3CC(=O)Nc4ccccc43)C2=O)cc1 (centres undefined) | 5 | -20 | -1 | -2.4 | -3 | 1 | 2 | -4 | -10 | 5 |
| N#Cc1ccsc1NC(=O)CN1CCN(S(=O)(=O)c2ccccc2C(F)(F)F)CC1 | -10 | -10 | 0 | -0.8 | 20 | -4 | 3 | -2 | -10 | 4 |
| NC(=O)C1C2CCC(C2)C1C(N)=O (centres undefined) | -10 | -5 | -3 | 0.8 | 1 | 0 | 0 | -1 | -5 | -25 |
| Cc1ccc(-n2nnnc2Sc2ccc(S(=O)(=O)NCCN(C)C)cc2[N+](=O)[O-])cc1 | -2 | 6 | 21 | 0.8 | -7 | 3 | -1 | -13 | -91 | -18 |
| CS(=O)(=O)N(CC(=O)N1CCN(Cc2ccc3c(c2)OCO3)CC1)Cc1ccc(Cl)cc1 | -10 | 6 | 1 | -0.2 | 5 | 0 | -1 | nt | -11 | 19 |
| Cc1cc(-c2nnc(SCC(=O)Nc3ccccc3F)n2N)n[nH]1 | 0 | 4 | 1 | 1.9 | -1 | 5 | 0 | 0 | -3 | -20 |
| CC(=O)c1cccc(NC(=O)c2ccncc2)c1 | -4 | -13 | 0 | -0.2 | -6 | 2 | 0 | -5 | -5 | 14 |
| CCC(CC)NC(=O)Nc1ccc(F)c(Cl)c1 | -3 | 2 | -1 | 0.3 | -4 | 5 | 1 | 3 | 16 | -1 |
| Cn1c(=O)c2c(nc(Oc3ccccc3N)n2C)n(C)c1=O | -3 | -13 | 1 | -0.2 | 5 | -1 | 0 | 0 | 28 | 19 |
| CCCCC(=O)NC(c1ccccc1)c1ccc2cccnc2c1O (centres undefined) | -6 | 6 | 0 | 0.8 | -22 | -3 | 0 | -2 | -63 | 13 |
| CC1CCCC(NC(=O)COC(=O)c2cccs2)C1C (centres undefined) | -4 | -9 | -4 | -1.5 | -2 | 1 | 5 | -1 | 15 | -11 |
| Cc1c(N=Cc2cccs2)c(=O)n(-c2ccccc2)n1C | 4 | 10 | 12 | 0.1 | -3 | 0 | 0 | -3 | -9 | -27 |

Entries of single compounds, quoted from the list:
`CC(=O)c1cccc(NC(=O)c2ccncc2)c1` is listed as dFosB act: -4; PvdQ acylase: -13; NSD2 HMT inh: 0; CDK5 inh: -0.2; HTR5A inv ag: -6; HTR5A ag: 2; V-ATPase pHluor: 0; Wnt act: -5; MITF TRPM1 HTS: -5; SR-BI DiI inh: 14
`CCC(CC)NC(=O)Nc1ccc(F)c(Cl)c1` is listed as dFosB act: -3; PvdQ acylase: 2; NSD2 HMT inh: -1; CDK5 inh: 0.3; HTR5A inv ag: -4; HTR5A ag: 5; V-ATPase pHluor: 1; Wnt act: 3; MITF TRPM1 HTS: 16; SR-BI DiI inh: -1
`CC1CCCC(NC(=O)COC(=O)c2cccs2)C1C` (centres undefined) is listed as dFosB act: -4; PvdQ acylase: -9; NSD2 HMT inh: -4; CDK5 inh: -1.5; HTR5A inv ag: -2; HTR5A ag: 1; V-ATPase pHluor: 5; Wnt act: -1; MITF TRPM1 HTS: 15; SR-BI DiI inh: -11

From PubChem
